Screens: PubChem, NCI
All columns: NCI-60 one-dose screen, growth in % after 48 h at 10 µM unless noted; 100 = growth as untreated, 0 = no growth, -100 = all killed.
A498 = A498 renal cancer cells | hit rate 5.4% among 76,000 | AID 1794774
CAKI-1 = CAKI-1 renal cancer | hit rate 4.7% among 75,000
SF-295 = SF-295 CNS cancer cells | hit rate 5.6% among 79,000 | AID 1794758
SNB-75 = SNB-75 CNS cancer; hit rate 5% among 79,000; AID 1794750
SF-268 = SF-268 CNS cancer cells; AID 1794759; hit rate 3.1% among 82,000
SF-539 = SF-539 CNS cancer; hit rate 6.8% among 81,000; AID 1794752
NCI-H23 = NCI-H23 lung cancer; hit rate 4% among 80,000; AID 1794731
U251 = U251 CNS tumor cells; hit rate 5.4% among 80,000
SNB-19 = SNB-19 CNS cancer cells | hit rate 2.5% among 81,000 | AID 1794751
* = called active by the depositor; x = not tested or not shown; & = joins results of further samples. The calls were made as follows: active = growth percent below 10; inactive = the rest.

structure,A498,CAKI-1,SF-295,SNB-75,SF-268,SF-539,NCI-H23,U251,SNB-19
O=C1c2ccccc2-c2ccc3c4ccc5c6c(ccc(c7ccc1c2c73)c64)-c1ccccc1C5=O,110,111,112,97,111,99,107,105,105
Oc1ccccc1\C=N/N=C/C=C/c1ccccc1,78,97,98,88,89,104,93,99,94
S=C(Nc1ccc(OCc2nc3ccccc3[nH]2)cc1)NC1CCCCC1,150,100,74,99,106,80,101,97,94
Nc1ccc(NC(=O)c2cccc(N)c2)cc1,91,56,92,91,102,96,97,96,95
COc1cccc(/C=C2\Cc3c(F)ccc(Br)c3C2=O)c1OC,x,84,97,96,104,100,x,98,93
Cc1nc(-c2cc3ccccc3oc2=O)ccc1C(=O)/C=C/c1ccccn1,89,61,71,56,79,2.3*,x,8.0*,72
COc1ccc2c(C3=C(c4c[nH]c5ccccc45)C(=O)N(O)C3=O)coc2c1,85,90,103,105,101,93,93,98,95
C[C@H](CCCC(=O)NCC#CCN1CCN(C)CC1)[C@H]1CC[C@H]2[C@@H]3CC[C@@H]4CC(=O)CC[C@]4(C)[C@H]3CC[C@]12C,75,108,106,90,95,79,88,88,102
C=C(C)COC(=O)c1ccccc1C(=O)OCC1(C)CO1 (stereo not given),108,97,92,93,94,101,x,102,101
CCOC(=O)N(N=O)C(C)c1ccccc1 (stereo not given),119,96,98,107,105,116,108,101,108
CCCC(=O)OCC(C)(C)COC(=O)CCC,57,103,105,94,x,104,106,99,102
COc1ccc(/C=C(\Cc2nc3ccccc3[nH]2)C(=O)c2nc3ccccc3[nH]2)cc1,90,94,108,80,102,89,98,95,102
C/C(=N/NC(=S)NC1CCCCC1)c1sc(Nc2cccc(Cl)c2)nc1C,75,84,92,85,94,97,78,92,103
CN(C)c1ccc(NC(=S)Nc2ccc(N(C)C)cc2)cc1,x,x,99,90,92,99,102,106,106
CC(C)C[C@@H]1NC(=O)[C@H](Cc2ccccc2)NC(=O)[C@@H]2CCCN2C(=O)[C@H]([C@@H](C)O)NC(=O)[C@@H]2CCCN2C(=O)[C@H](Cc2ccc(O)cc2)NC(=O)[C@@H]2CCCN2C(=O)[C@H](Cc2ccccc2)NC(=O)[C@@H]2CCCN2C(=O)[C@H](CC(C)C)NC1=O,141,97,107,179,114,145,99,109,94

Next section; it opens with the 7 that closed the last part.
structure,A498,CAKI-1,SF-295,SNB-75,SF-268,SF-539,NCI-H23,U251,SNB-19
C=C(C)COC(=O)c1ccccc1C(=O)OCC1(C)CO1 (stereo not given),108,97,92,93,94,101,x,102,101
CCOC(=O)N(N=O)C(C)c1ccccc1 (stereo not given),119,96,98,107,105,116,108,101,108
CCCC(=O)OCC(C)(C)COC(=O)CCC,57,103,105,94,x,104,106,99,102
COc1ccc(/C=C(\Cc2nc3ccccc3[nH]2)C(=O)c2nc3ccccc3[nH]2)cc1,90,94,108,80,102,89,98,95,102
C/C(=N/NC(=S)NC1CCCCC1)c1sc(Nc2cccc(Cl)c2)nc1C,75,84,92,85,94,97,78,92,103
CN(C)c1ccc(NC(=S)Nc2ccc(N(C)C)cc2)cc1,x,x,99,90,92,99,102,106,106
CC(C)C[C@@H]1NC(=O)[C@H](Cc2ccccc2)NC(=O)[C@@H]2CCCN2C(=O)[C@H]([C@@H](C)O)NC(=O)[C@@H]2CCCN2C(=O)[C@H](Cc2ccc(O)cc2)NC(=O)[C@@H]2CCCN2C(=O)[C@H](Cc2ccccc2)NC(=O)[C@@H]2CCCN2C(=O)[C@H](CC(C)C)NC1=O,141,97,107,179,114,145,99,109,94
O=C1OC2(c3ccc(O)cc3Oc3cc(O)ccc32)c2ccccc21,118&118,93&89,97&94,87&95,91&112,100&96,103&99,99&94,108&105
CCC(=O)OC1CCCCC1C(C)CC (stereo not given),98,100,89,94,101,96,103,97,113
CCN(CC)Cc1c2c(O)c3c(O)c(C)c4c(c3c1O)C(=O)C(C)(O/C=C/C(OC)C(C)C(OC(C)=O)C(C)C(O)C(C)C(O)C(C)/C=C/C=C(\C)C(=O)N2)O4 (stereo not given),112,84,102,88,113,108,102,115,x
CCOC(=O)n1cc(C2=C(c3ccc(OC)c(OC)c3)COC2=O)c2ccccc21,-25*,24,16,14,28,-15*,39,24,33
Cc1cc(C(=O)Nc2ccccc2C(F)(F)F)c(C)o1,102,94,99,90,94,97,98,99,99
O=C1NCC(c2ccccc2)(c2ccccc2)C(=O)N1,109,98,104,80,101,121,101,106,95
CC(C)(C)C(=O)C1CC(C#N)=C2C=Cc3c(ccc4ccccc34)N21 (stereo not given),144,87,83,-5.1*,83,67,89,75,60
O=C1Nc2ccc([N+](=O)[O-])cc2/C1=C\c1cccs1,103,98,99,117,108,98,99,109,102
COc1ccc(C2CC(c3ccc(Nc4ccnc5cc(Cl)ccc45)cc3)=NN2C(C)=O)cc1 (stereo not given),56,73,43,76,72,96,84,63,82
Nc1ncnc2c1cnn2-c1ccc(Cl)cc1,73,97,98,94,98,96,93,91,96
COc1cc(-c2nc(NC(C)=O)sc2-c2ccnc(NCCNS(=O)(=O)c3ccccc3)n2)ccc1Cl,27,58,11,16,38,8.7*,63,31,54
O=S(=O)(Cc1ccccc1)C(CCCc1ccccc1)S(=O)(=O)Cc1ccccc1,51,60,83,92,97,107,86,89,89
CCN1[C@@H]2CC[C@H]1/C(=C\c1ccc(C)cc1)C1=C2[C@@H](c2ccc(C)cc2)C(C#N)=C(N)O1,65,87,78,89,93,97,76,89,91
COc1cc2cc(Oc3ccc(NC(=O)Nc4ccc(Cl)c(C(F)(F)F)c4)cc3)c(C)nc2cc1OCCN1CCCCC1,64,15,58,-58*,3.4*,-90*,-80*,-76*,-52*
CC(=O)/C=C/C1=C(C)CCC(=O)C1(C)C,113,x,100,89,97,102,103,114,106
CCOC(=O)C(CNc1ccc(OCc2ccccc2)cc1)NC(=O)c1ccccc1 (stereo not given),83,90,97,82,110,103,104,101,92
O=C1C(=O)c2ccccc2C(O)=C1CCCc1ccc(C2CCCCCC2)cc1,x,-34*,-0.2*,49,54,38,23,46,53
Nc1n[nH]c(=S)n1-c1ccc(Cl)cc1,109,119,148,82,100,93,96,98,99
NS(=O)(=O)c1ccc(CCn2c(SCC(=O)c3ccc(F)cc3)nc3ccccc3c2=O)cc1,100,93,99,103,101,99,101,104,106
CC(N)CC1=CCCCC1 (stereo not given),89,95,107,87,102,102,89,99,102
COc1nc(Cl)nc(Cl)n1,12,94,115,86,103,101,113,107,104
CCCN(CCC)C(=O)c1ccccc1OCC,71,102,102,99,94,100,99,100,103
O=C(Nc1nc2ccc([N+](=O)[O-])cc2s1)Nc1ccccc1Cl,x,22,49,x,42,55,9.5*,29,22
O=C(Nc1ncc(Cc2ccccc2Cl)s1)C1=NCCCN1,101,91,99,100,97,102,101,100,100
Clc1c(-c2ccccc2)[nH]c2c1CCc1cnoc1-2,108,99,111,113,100,103,102,103,104
Nc1nc2c(s1)Nc1cc(Cl)c(Cl)cc1NC2=O,102,106,98,85,103,116,96,98,102
O=C(/C=C\c1ccc(O)c(O)c1)OC1C(O)CC(OC(=O)/C=C/c2ccc(O)c(O)c2)(C(=O)O)CC1O (stereo not given),100,105,103,92,97,104,93,93,96
CCCCCCCC(=O)SCC/C=C/[C@@H]1CC(=O)NCc2nc(co2)C2=N[C@@](C)(CS2)C(=O)N[C@@H](C(C)C)C(=O)O1,x,-51*,-63*,26,1.9*,9.2*,-2.5*,-61*,9.2*
Nc1n[nH]c2ccc([C@H]3[C@@H]4C5CCC(C5)[C@@H]4c4c(ccc5[nH]ncc45)N3S(=O)(=O)C3CC3)cc12 (stereo not given in full),-29*,26,13,-10*,37,-25*,16,18,23
CNC(=O)c1cc(-n2ccc3cc(NS(=O)(=O)c4cccc(C(F)(F)F)c4)ccc32)ccn1,84,68,79,99,87,97,77,87,89
CCOC(=O)C/C(O)=C(/C=N/C(=S)NNC(C)=O)C(=O)OCC,112,97,106,86,102,102,101,94,105
Fc1ccc(/C=C/c2c(-c3ccc(F)cc3)nc3sc(-c4ccccc4)c(-c4ccccc4)n23)cc1,97,62,98,84,104,92,102,98,96
Cc1ccccc1C(c1ccccc1Cl)N(C)C (stereo not given),x,103,118,83,99,102,102,100,93
C[n+]1ccccc1C[n+]1ccccc1,109,114,114,101,97,106,106,109,104
CCCCNCC(=O)Nc1ccc(C)c(Cl)c1,107,x,93,96,100,99,94,93,106
Oc1ccc(CSc2nnc(-c3cnccn3)o2)c2cccnc12,x,2.1*,-7.6*,26,23,19,12,19,18
CCc1c(C(=O)NC(CC(C)C)c2ccccc2)[nH]c(C)c1C(C)=O (stereo not given),62,76,93,87,90,109,94,95,97
CCCc1cc(NC)nc(S(=O)(=O)CC)n1,113,98,100,89,98,100,102,107,102
CCC(=O)C1C(=O)c2ccccc2C1=O,114,x,97,83,101,106,101,105,109
CCOC(=O)c1ccc(OCC)cc1,107,98,x,97,111,106,100,102,104
COc1cc(-c2cc3ncccc3c3nc(N)c4cccnc4c23)cc(OC)c1OC,-18*,31,12,6.1*,30,-1.9*,24,19,45
COC(=O)C(C(=O)OC)C(Br)C(Br)C(Br)c1ccccc1 (stereo not given),116,x,x,87,99,98,108,95,100
CNC(=O)c1c(NC(=O)c2ccc(C(F)(F)F)cc2)sc2c1CCC(=O)C2,-12*,-33*,-9.1*,-17*,9.6*,-59*,-5.2*,-13*,2.6*
C(=C/CN(Cc1ccccc1)Cc1ccccc1)/CN(Cc1ccccc1)Cc1ccccc1,101,98,112,98,95,108,89,87,98
N=c1sc(Cc2ccc(Cl)cc2)cn1CC(=O)c1ccc(F)cc1,91,45,65,90,82,86,82,79,88
CC1CC(c2ccc(N(C)C)cc2)=NN1c1nc(O)c(C2=c3cc(Br)ccc3=NC2=O)s1 (stereo not given),103,101,69,90,92,92,1.1*,70,95
CC1C(C)N(C(=O)CCl)c2ccccc2N1C(=O)CCl (stereo not given),-84*,-80*,-67*,-99*,-78*,-95*,-61*,-93*,8.2*
CC1(C)OC2OC(C3COC(=O)O3)C(OC(=O)c3ccccc3)C2O1 (stereo not given),97,92,107,96,102,102,99,104,105
Cn1c(=O)[nH]c2c(c1=O)CCO2,61,105,102,89,100,85,103,97,90
CC(=O)CSc1nc(N)nc2nc[nH]c12,x,94,100,99,99,99,104,104,102
O=C(N/N=C\c1ccc(O)cc1)C(=O)N/N=C\c1ccc(O)cc1,110,98&105,100&90,97&98,104&107,99&84,109&104,103&113,102&97
CCCCCC1C(C#N)=C(N)Oc2cc(O)ccc21 (stereo not given),122,x,86,82,89,93,82,99,105
CCCCCCCCCCCCCCCCCCOC(=O)C(N)Cc1ccc(O)cc1 (stereo not given),90,89,87,103,93,92,92,104,101
C=CCNS(=O)(=O)Cc1cc(-c2ccccc2)no1,74,89,111,86,103,98,101,103,99
COc1ccc(/C=C/C(=O)c2c(C)nc3ccccc3c2/C=C/c2ccccc2)cc1O,106,53,91,25,58,82,51,49,67
Cc1ccc(S(=O)(=O)Oc2cccc([N+](=O)[O-])c2)cc1,93&85,88&96,106&119,88&85,100&110,96&99,102&101,97&101,102&102
O=C(N=Nc1c(O)[nH]c2ccc(Br)cc12)c1cc2ccccc2[nH]1,x,74,107,90,95,102,99,104,100
CCCCC[n+]1ccc(SCC(=O)N(C)Cc2ccccc2)c2ccccc21,82,93,94,82,115,100,92,95,98
N#CC(Cc1ccccc1)C(=O)O (stereo not given),87,100,95,92,101,95,98,98,104
O=c1n(CCn2cnn(-c3ccccc3)c2=O)cnn1-c1ccccc1,99,94,98,101,96,100,95,100,96

The list goes on, starting with the last 2 of the part before.
structure,A498,CAKI-1,SF-295,SNB-75,SF-268,SF-539,NCI-H23,U251,SNB-19
N#CC(Cc1ccccc1)C(=O)O (stereo not given),87,100,95,92,101,95,98,98,104
O=c1n(CCn2cnn(-c3ccccc3)c2=O)cnn1-c1ccccc1,99,94,98,101,96,100,95,100,96
Nc1c(N[C@H]2C=C[C@@H](CO)C2)c(=O)c1=O,114,x,128,111,165,98,111,103,110
N#Cc1c(-c2ccc(F)cc2)nc(N=Nc2c(O)[nH]c3ccc(Br)cc23)nc1N1CCOCC1,70,x,75,88,73,56,77,65,81
O=C(O)c1ccc([N+](=O)[O-])cc1C(=O)O,107,x,x,x,119,105,101,98,110
O=C1CSC(c2c(F)cccc2Cl)N1NC(=O)C(O)(c1ccccc1)c1ccccc1 (stereo not given),102,93,94,83,112,100,99,96,98
COC(=O)[C@]1(CCSC)N[C@H](c2cn(-c3ccccc3)nc2-c2ccccc2)[C@@H]2C(=O)N(c3ccccc3)C(=O)[C@@H]21,78,94,99,73,91,x,103,99,93
CC1=NC=N/C1=C\c1sc(=S)[nH]c1O,x,109,x,80,116,102,104,101,93
O=c1oc(-c2ccc(Cl)cc2)nc2c(-c3ccc(Cl)cc3)nc3ccc(Cl)cc3c12,118,45,83,94,109,95,93,101,89
CCCOC(=O)N1CCCC1,113,90,121,99,105,106,106,107,109
Cc1ccc(S(=O)(=O)NCCCN2c3nc4ccccc4cc3Sc3cc4ccccc4nc32)cc1,92,97,122,125,101,112,98,106,110
CCCCc1ccccn1,102,81,111,88,102,104,108,115,103
C=CCn1c2ccc(Br)cc2c2c3c(c4c5ccccc5ccc4c21)C(=O)N(O)C3=O,x,71,100,84,95,104,89,94,104
